# Growth percent in the NCI-60 one-dose screen (48 h, 10 µM unless noted): 100 = growth as untreated, 0 = no growth, -100 = all killed.
# DU-145 – DU-145 prostate cancer. hit rate 4.2% among 81,000
# OVCAR-3 – OVCAR-3 ovarian cancer | hit rate 7% among 79,000
# KM12 – KM12 colon cancer cells | hit rate 5% among 82,000 | AID 1794800
# PC-3 – PC-3 prostate cancer cells | hit rate 3.9% among 80,000 | AID 1794754
# SW-620 – SW-620 colon cancer; hit rate 5.2% among 82,000; AID 1794795
# OVCAR-5 – OVCAR-5 ovarian cancer; hit rate 2.9% among 82,000; AID 1794783
# OVCAR-8 – OVCAR-8 ovarian cancer. hit rate 4.4% among 81,000. AID 1794782
# OVCAR-4 – OVCAR-4 ovarian cancer cells. hit rate 3.7% among 80,000. AID 1794784
# HCC-2998 – HCC-2998 colon cancer. hit rate 4.7% among 79,000
# * marks the source's active call; other numbers are inactive results; . = not tested or not shown; & = joins results of further samples; ! = not confirmed by another sample; [ ] = another dose, or the depositor's remark. Rule for the calls: active = growth percent below 10; inactive = the rest.
SMILES,DU-145,OVCAR-3,KM12,PC-3,SW-620,OVCAR-5,OVCAR-8,OVCAR-4,HCC-2998
c1ccc(Cn2nc(-c3ccccc3)c3c2CCc2cnoc2-3)cc1,112,109,96,79,102,111,89,89,101
COc1cccc2c1nc1nc3ccc[nH]c3cc12,99,105,85,98,106,120,101,99,99
CCOC(=O)c1c(N2CCOCC2)[nH]c(=O)c(C=Nc2ccc(OC)cc2)c1O,118,122,104,90,107,94,101,101,102
CC(NCCc1ccc(O)cc1)C(O)c1ccc(O)cc1 (stereo not drawn),115,108,107,92,104,.,98,118,110
N#Cc1nc(-c2ccc(Cl)cc2)oc1N1CCC(S(=O)(=O)N2CCOCC2)CC1,105,.,105,95,96,102,101,100,102
CN(C)C=Nc1ccc([N+](=O)[O-])c2ccccc12,108,108,99,100,109,103,97,103,.
O=C(Nc1ccccn1)c1c(Cl)nc2n1CCS2(=O)=O,104,111,116,112,114,105,98,115,119
CN(C)c1cccc2c(S(=O)(=O)Nc3cccc(-c4csc(NC(=O)CN5CCOCC5)n4)c3)cccc12,98,.,93,73,93,97,65,76,97
COC(=O)/C=C1\Sc2ccc(Cl)cc2NC1=O,112,116,107,96,110,97,80,108,122
CCCCCCC(C)CC1=C(O)c2ccccc2C(=O)C1=O (stereo not drawn),45,46,41,34,35,62,57,46,55
CCOC(=O)C1=C(c2ccccc2)NC(=O)NC1CN1C(=O)c2ccccc2C1=O (stereo not drawn),105,111,113,100,107,100,111,107,63
COC(=O)Nc1nc2ccc(C(=O)c3ccccc3)cc2[nH]1,-19*!,-59*,3.8*!,17&19&30,19&25&24,47&21,22&21&22,40&72&53,2.5*!
CCN(CC)c1ccc(/C=N/Nc2nc(-c3ccc(Br)cc3)cs2)c(O)c1,92,61,86,85,10,92,82,70,100
O=[N+]([O-])c1ccc2c(c1)COCO2,117,116,109,124,106,101,102,104,107
O=C(/C=C/c1ccccc1Cl)c1ccc(NC(=O)N2CCN(c3cc4c(cc3F)c(=O)c(C(=O)O)cn4C3CC3)CC2)cc1,116,117,110,101,105,102,102,113,100
COc1ccc(/C=N/n2c(COc3ccccc3)nc3ccccc3c2=O)cc1OC,84,98,84,88,97,108,45,65,89
Cc1cc2nc3c4ccccc4n(CCNCCN(C)C)c3nc2cc1C,17,41,27,18,-20*,39,24,33,-57*
C=C(C)[C@@H]1CC=C2c3sc(Nc4cccc(C(F)(F)F)c4)nc3C[C@@H](C)[C@]2(C)C1,102,87,98,79,109,104,89,90,108
C=CCSc1n[nH]c(-c2cccs2)n1,121,115,111,108,102,98,102,107,117
COc1ccc(Oc2nc(Nc3ccc(F)cc3)ncc2NC(=O)c2cc(OC)cc(OC)c2)cc1,93,70,67,60,61,81,92,78,84
O=C(Nc1ccccc1F)Oc1cccc(OC(=O)Nc2ccccc2F)c1,109,121,107,.,109,92,108,94,95
C/C=C/c1ccc(OCC)c(O)c1,95,104,98,98,100,100,98,102,98
FCCOc1ccc(CCC2CCCC(CCc3ccc(OCCF)cc3)N2)cc1 (stereo not drawn),124,119,111,80,110,84,102,99,98
CC1CCc2c(sc3nc(Nc4ccccc4)n(N)c(=O)c23)C1 (stereo not drawn),97,113,88,96,89,99,100,96,100
CCCCc1nc(Cl)c(C2CC(c3ccc4c(c3)OCO4)=NN2c2cc(Cl)cc(Cl)c2)[nH]1 (stereo not drawn),78,94,97,90,85,96,89,87,102
CC(=O)CSc1nc(N)nc2nc[nH]c12,106,112,103,107,104,100,104,108,.
CNC(=O)OCc1nc(SC)n(C)c1COC(=O)NC,103,109,99,104,113,105,107,108,115
COc1ccc2cc(C(C)NC(=O)Nc3ccc(S(=O)(=O)NC(C)=O)cc3)ccc2c1 (stereo not drawn),105,115,103,88,84,108,71,87,.
O=C(N/N=C/[C@H](O)[C@@H](O)[C@@H](O)[C@H](O)CO)c1ccc(NC(=O)c2cccnc2)cc1,119,120,106,102,108,106,105,102,117
CCc1ccccc1-n1c(-c2ccc(OC)cc2)cc(-c2ccc(OC)cc2)c(C#N)c1=O,99,82,92,89,94,93,42,86,97
COc1cc(-c2cn(-c3ccc(-n4cc(-c5ccc(Cl)cc5)[nH]c4=O)cc3)c(=O)[nH]2)cc(OC)c1OC,104,105,97,76,96,103,115,109,120
CCCOc1nc(-c2ccco2)cc(-c2ccc(Cl)cc2Cl)n1,102,108,93,91,107,119,96,.,95
COc1ccc2ccccc2c1C=O,106&117,124&125,109&106,89&116,105&112,118&97,104&108,108,103&123
O=c1[nH]c(NCc2nnnn2-c2ccc(Br)cc2)nc2sc3c(c12)CCCC3,106,98,96,84,94,100,81,95,110
COc1ccc2cc(-c3ccnc4[nH]c(=O)[nH]c(=O)c34)ccc2c1,109,113,102,89,103,107,97,101,100
O=C1c2ccccc2C(=O)c2c1ccc(C(Br)Br)c2[N+](=O)[O-],59,-84*,50,19,-24*,50,43,-24*,82
COc1cc(-c2cc(/C=C/C(=O)c3ccc4c(c3)OCO4)[nH]n2)cc(OC)c1OC,48,78,18,59,47,83,77,77,103
CCOC(=O)/C=C\C(=O)O,99,102,103,94,108,102,100,113,96
O=S(=O)(Nc1nccs1)c1ccc(Nc2nc(O)c(/C=C3\C=Nc4ccccc43)s2)cc1,103,101,96,102,91,109,103,101,104
COc1ccc(-n2nnc3c(sc4ncc(Cl)cc43)c2=O)cc1,102,111,105,105,101,99,96,106,83
O=C(NN1C(=O)c2ccccc2C1=O)c1ccc2nc(-c3ccc(Cl)cc3)[nH]c2c1,108,108,100,94,94,106,99,96,101
CN1C(=O)N(C)C2(c3ccccc3)N(CC(=O)NCCN3CCNCC3)C(=O)NC12c1ccccc1 (stereo not drawn),101,101,95,96,96,92,94,93,108
COc1ccc(-c2nc3cc(C(=O)NCc4ccccc4)ccc3n2C2CCCCC2)cc1,83,86,57,85,95,85,93,80,79
CCOC(=O)c1cc(C(O)C(O)C(O)CO)oc1C (stereo not drawn),103,93,94,101,104,119,101,104,97
O=C1OC(=O)C2C3CC(C(Br)C3Br)C12 (stereo not drawn),116,105,106,99,98,109,106,115,96
NS(=O)(=O)c1ccc(Nc2nc(N/N=C/c3ccccn3)nc(Nc3ccccc3)n2)cc1,4.9*,-16*,4.1*,-7.9*,-18*,9.4*,3.7*,-20*,-75*
O=C(O)COc1cc(F)c(Cl)cc1Cl,113,108,109,90,95,94,97,115,98
O=c1[nH]c2ccc(Cl)cc2cc1CSc1nccc(-c2ccc(-c3ccccc3)cc2)n1,93,116,96,79,90,112,90,82,112
O=c1oc2ccc(Cl)cc2cc1-c1cs/c(=N/N=C\c2ccc(Cl)cc2)n1/N=C/c1ccc(Cl)cc1,108,106,107,99,104,107,96,99,103
COc1cc(/C=N/C2=NNC(C)(c3ccccc3O)N2C(C)C(=O)O)ccc1O (stereo not drawn),99,85,80,53,99,97,88,86,91
COC(=O)C[Se]C(=O)Cc1c(C)n(C(=O)c2ccc(Cl)cc2)c2ccc(OC)cc12,26,45,26,73,62,15,41,41,58
COc1ccc(Cl)c([N+](=O)[O-])c1,108,112,102,105,103,102,106,101,104
O=C1CCCCC1C1(O)C(=O)Nc2ccccc21 (stereo not drawn),109,107,104,100,93,97,115,102,112
CC12CCC3C4(C)COC(c5ccccc5Cl)OC4CCC3(C)C1CC(C1=CCOC1=O)O2 (stereo not drawn),84,64,60,48,85,91,65,31,77
O=C(c1cc2cc(OCCCN3CCC3)ccc2[nH]1)N1C[C@@H](CCl)c2c1cc(OCc1ccccc1)c1ccccc21,-30*,-29*,-5.5*,-21*,0.7*,-77*,-38*,-58*,-77*
C=C(C)[C@@H]1CC[C@]2(C(=O)O)CC[C@]3(C)[C@H](CC[C@@H]4[C@@]5(C)C/C(=C/c6cccc(I)c6)C(=O)C(C)(C)[C@@H]5CC[C@]43C)[C@@H]12,29,5.1*,15,15,18,81,21,3.3*,29
O=C(CCC(=O)Nc1nccs1)Nc1ccc(S(=O)(=O)N2CCOCC2)cc1,114,107,99,84,97,85,104,103,99
COCCOC(=O)C1=C(C)N(C)C(=O)NC1c1ccc2c(c1)OCO2 (stereo not drawn),114,120,111,106,105,102,107,123,108
O=C(Nc1ccccc1SC(=O)c1ccccc1)c1ccccc1,100,108,94,88,94,104,109,85,106
CS(=O)(=O)c1ccc(-n2cc(/C=N/O)c(-c3ccc(Br)cc3)n2)cc1,116,121,109,100,112,100,97,105,102

# An excerpt from above, limited to HCC-2998 and SW-620.
Structure	HCC-2998	SW-620
O=C1OC(=O)C2C3CC(C(Br)C3Br)C12 (stereo not drawn)	96	98
NS(=O)(=O)c1ccc(Nc2nc(N/N=C/c3ccccn3)nc(Nc3ccccc3)n2)cc1	-75*	-18*
O=C(O)COc1cc(F)c(Cl)cc1Cl	98	95
O=c1[nH]c2ccc(Cl)cc2cc1CSc1nccc(-c2ccc(-c3ccccc3)cc2)n1	112	90

# (listing goes on)
SMILES,DU-145,OVCAR-3,KM12,PC-3,SW-620,OVCAR-5,OVCAR-8,OVCAR-4,HCC-2998
Nc1nc(N)c2nc(-c3ccccc3)c(N)nc2n1,101&108,122&112,94&102,62&67,46&83,93,62&90,115&98,91&81
COc1ccc(C(=O)C[n+]2ccccc2C)cc1,100,101,90,99,96,90,108,114,92
O=c1ccc(=O)n(-c2nc(-c3ccccc3)cs2)[nH]1,99,81,84,82,96,104,91,92,90
COc1cc(-c2csc(NC(=O)c3ccc(Cl)c(C(F)(F)F)c3)n2)cc(OC)c1OC,87,78,86,60,92,84,85,64,89
Ic1ccc(Cc2ccc(I)cc2)cc1,114,98,105,84,96,96,92,91,80
Clc1ccc2c(c1)C=C1CCCC3=Cc4cc(Cl)ccc4OC13O2,109,110,102,86,98,105,97,113,104
Cc1c(Cl)cccc1NCN1C(=O)c2ccccc2C1=O,115,114,103,101,110,107,100,108,111
N#Cc1c(-c2ccc(Br)cc2)n2c(nc1=O)SC(=O)C2,108,118,104,95,101,105,105,107,113
COc1cc(C(=O)NC2CC2)cc(OC)c1OC,113,103,104,98,110,98,101,105,93
Nc1nc(=S)c2ncn(C3CCCC3)c2[nH]1,106,95,108,98,103,120,125,112,.
O=C(CN1CCCCC1)Nc1ccc(-c2nc3ccccc3s2)cc1,99,100,96,85,109,105,104,95,90
C#CCOc1cccc(/C(N)=N/C(N)=N/c2nc3ccccc3s2)c1,97,104,79,70,105,111,68,102,109
CCOP(=O)(OCC)OC[C@]12CCC(C)(C)CC1C1=CC[C@@H]3[C@@]4(C)CCCNC(C)(C)[C@@H]4CC[C@@]3(C)[C@]1(C)CC2 (stereo partly drawn),83,97,89,51,66,102,90,81,27
O=C1N(Cc2cc(F)cc(F)c2)c2ccccc2S(=O)(=O)N1c1cccnc1Cl,99,107,104,87,105,111,106,97,113
Nc1nc(-c2cccc(F)c2)nn1-c1nc2ccccc2s1,91,81,92,90,85,107,95,35,103
COc1cc2c(cc1C)NC(=O)/C2=C\c1c[nH]c2ccccc12,79,66,24,53,101,75,69,65,109
Cc1nn(-c2ccccc2)c2ncnc(N/N=C/c3cccc([N+](=O)[O-])c3)c12,95,83,82,83,101,103,94,73,104
CN(C)c1ncc(-c2ccc(C(F)(F)F)cc2)c(NC2CCCCCC2)n1,85,27,54,22,58,87,50,45,72
Nc1ncc(-c2ccc(C(F)(F)F)cc2)c(NC2CCCCCC2)n1,64,15,32,12,37,53,19,20,35
COc1cc(/C=C/C(=O)c2cc(OC)c(OC)c(OC)c2)ccc1OCc1ccc(F)cc1,58,38,19,35,17,58,15,47,40

# Rewritten as labelled records: entries from further up
> Cc1nn(-c2ccccc2)c2ncnc(N/N=C/c3cccc([N+](=O)[O-])c3)c12
- DU-145 = 95
- OVCAR-3 = 83
- KM12 = 82
- PC-3 = 83
- SW-620 = 101
- OVCAR-5 = 103
- OVCAR-8 = 94
- OVCAR-4 = 73
- HCC-2998 = 104

> COc1ccc(C(=O)C[n+]2ccccc2C)cc1
- DU-145 = 100
- OVCAR-3 = 101
- KM12 = 90
- PC-3 = 99
- SW-620 = 96
- OVCAR-5 = 90
- OVCAR-8 = 108
- OVCAR-4 = 114
- HCC-2998 = 92

> COc1cc(C(=O)NC2CC2)cc(OC)c1OC
- DU-145 = 113
- OVCAR-3 = 103
- KM12 = 104
- PC-3 = 98
- SW-620 = 110
- OVCAR-5 = 98
- OVCAR-8 = 101
- OVCAR-4 = 105
- HCC-2998 = 93

> COc1cc2c(cc1C)NC(=O)/C2=C\c1c[nH]c2ccccc12
- DU-145 = 79
- OVCAR-3 = 66
- KM12 = 24
- PC-3 = 53
- SW-620 = 101
- OVCAR-5 = 75
- OVCAR-8 = 69
- OVCAR-4 = 65
- HCC-2998 = 109

# (further entries)
SMILES,DU-145,OVCAR-3,KM12,PC-3,SW-620,OVCAR-5,OVCAR-8,OVCAR-4,HCC-2998
O=C(N/N=C\c1ccc(O)cc1)C(=O)N/N=C\c1ccc(O)cc1,104&118,109&113,103&108,100&89,108&110,102&109,99&120,113,109&103
Cc1ccc(C(=O)O)cc1C#Cc1cnc2cccnn12,110,109,107,96,103,96,102,.,96
COc1cc(-c2nc(-c3nnc(-c4ccc(Cl)cc4)o3)c3ccccn23)cc(OC)c1OC,91,97,88,85,92,108,67,58,.
Cc1ccccc1-n1nnc(C(=O)Nc2ccc(-c3ccccc3)cn2)c1C,54[50 µM],69[50 µM],53[50 µM],41[50 µM],69[50 µM],87[50 µM],41[50 µM],12[50 µM],74[50 µM]
CC[C@H]1CCC/C=C/[C@@H]2C[C@H](O)C[C@H]2[C@H](O)/C=C/C(=O)O1,3.4*,-58*,-70*,14,-69*,7.9*,0.0*,29,-66*
O=C(CC1c2ccccc2NC(=O)N1Cc1ccccc1)c1ccccn1 (stereo not drawn),107,109,109,73,119,101,101,98,97
O=C(O)CCCCCc1ccccc1,108,125,121,94,107,108,99,107,107

# From PubChem

# Not a hit list; overall some 10% were active at least once.
